Source: PubChem BioAssay (several laboratories)
E-sel TNF inh: E-selectin induction blockers in HUVEC – imaging, immunofluorescence, high content, primary screen. hit rate 0.71% among 120,000. HUVEC TNFa-induced E-selectin immunofluorescence. AID 1246, 2008. inhibition, % at 2 µM;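 active means inhibition above the batch mean plus 3 SD, and confirmed as a hit on visual image review, cut at about 43% in these data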;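 further: 0% = TNF-stimulated DMSO wells and 100% = unstimulated control wells; not every result past the cut was called active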
Measles CPE: compounds protecting cells from measles virus cytopathic effect, primary screen, measles RdRp inhibitor project, single point, MLSMR library, absorbance; Measles virus-infected cells, CPE protection; protection (pct of control), % at 4 µM; hit rate 1.5% among 140,000; in the data active means protection mostly above about 24%, no sharp cut-off; inactive means mostly below about 26%; further: some compounds called inactive have numbers as strong as hits
NPY Y2 blocker: NPY-Y2 receptor antagonists, primary screen, cell-based. Neuropeptide Y receptor type 2 (Homo sapiens), P49146. NPY-Y2 expressing cells, antagonist mode. inhibition, % at 2.7 µM. hit rate 0.99% among 140,000; in the data active means inhibition above about 17%;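 further: 0% = vehicle with agonist challenge and 100% = reference antagonist with challenge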
Target sequence (P49146 whole entry, looked up): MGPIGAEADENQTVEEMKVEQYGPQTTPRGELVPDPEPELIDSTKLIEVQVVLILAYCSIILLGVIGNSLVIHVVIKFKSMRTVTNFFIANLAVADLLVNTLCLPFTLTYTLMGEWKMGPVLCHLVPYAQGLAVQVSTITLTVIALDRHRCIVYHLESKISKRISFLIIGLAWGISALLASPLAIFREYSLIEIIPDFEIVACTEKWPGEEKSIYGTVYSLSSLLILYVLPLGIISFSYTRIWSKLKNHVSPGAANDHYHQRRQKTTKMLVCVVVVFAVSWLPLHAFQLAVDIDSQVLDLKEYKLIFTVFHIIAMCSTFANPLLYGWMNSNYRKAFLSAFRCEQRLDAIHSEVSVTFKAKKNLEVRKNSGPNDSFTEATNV
Yeast growth inh: growth inhibitors of yeast BB579 in restrictive medium, primary screen, yeast lifespan-shortening project, S. cerevisiae. hit rate 0.51% among 140,000. AID 804, 2007. OD615, 48 h. inhibition, % at 10 µM;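 active means inhibition above a set limit, 3 SD over the mean compound inhibition, cut at about 44% in these data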; further: inactives centre near -24
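Test system: Saccharomyces cerevisiae DeaD strain BB579, replicative lifespan model yeast | Buffer or medium: Restrictive CSMM-D medium | Doses: One dose, 10 µM compound with 0.25% DMSO | Incubation: 48 h exposure, 30 °C | Detection: Culture absorbance at 615 nm | Control set: Amphotericin B at 10 µg/mL as positive control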
GALR2 blocker: GALR2 antagonists in receptor-expressing cells, primary screen; hit rate 0.39% among 140,000; inhibition, % at 4 µM; Galanin receptor type 2 (Homo sapiens), O43603; antagonist mode; in the data active means inhibition above about 27%;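 further: cells stimulated with galanin 1-16 at roughly its EC80; 0% = agonist challenge control and 100% = basal control without agonist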
Target sequence (O43603 whole entry, looked up): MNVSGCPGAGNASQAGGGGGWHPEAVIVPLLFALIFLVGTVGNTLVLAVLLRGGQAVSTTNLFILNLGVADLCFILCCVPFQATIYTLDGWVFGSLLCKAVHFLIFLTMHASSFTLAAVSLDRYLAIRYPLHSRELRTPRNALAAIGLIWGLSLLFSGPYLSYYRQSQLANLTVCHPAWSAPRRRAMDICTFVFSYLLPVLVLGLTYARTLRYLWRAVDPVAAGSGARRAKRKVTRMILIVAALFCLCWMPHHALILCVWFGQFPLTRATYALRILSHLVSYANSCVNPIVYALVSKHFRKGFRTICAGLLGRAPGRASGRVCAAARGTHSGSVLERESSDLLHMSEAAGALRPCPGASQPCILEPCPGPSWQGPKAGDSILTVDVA
PTEN del growth: growth suppression of PTEN-null HCT116, primary screen, cell-based, CellTiter-Glo | HCT116 PTEN-null viability, 60 h; active compounds read low | viability, % at 10 µM | hit rate 1.2% among 140,000;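 active means viability at or below a set limit, 4 SD under the median of all tested compounds, cut at about 3.7% in these data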;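 further: PTEN knockout HCT116 line with beta catenin targeted HCT116 as companion control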
bCat KO growth: primary screen for growth suppressors in beta-catenin knockout HCT116 cells (colon tumor, human). HCT116 beta-catenin knockout viability, CellTiter-Glo, 60 h; active compounds read low. viability, % at 10 µM. hit rate 1.5% among 140,000. AID 818, 2007;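 active means viability at or under a set limit, the compound median less 4 SD, cut at about 6% in these data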;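 further: 0% = Hyamine 1622 control at 20 µM and 100% = untreated cell control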
Yeast life ext: compounds extending yeast replicative lifespan, primary screen, S. cerevisiae, OD615 | S. cerevisiae growth with nicotinamide; deaD strain in restrictive glucose medium | inhibition of the nicotinamide effect, % at 10 µM | hit rate 0.68% among 130,000 | AID 775, 2007;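 active means inhibition above a set limit, placed 3 SD over the median of all compounds, cut at about 26% in these data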;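 further: 0% = nicotinamide-treated wells and 100% = cells grown without nicotinamide; some compounds called inactive have numbers as strong as hits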
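Assay system: DeaD-strain S. cerevisiae. Medium: CSMM-D glucose medium, restrictive. Reagent: nicotinamide, 1.5 mM, co-present with compound. Compound: 10 µM single point, 0.25% DMSO. Schedule: culture preincubation 4 h, compound exposure 48 h, both 30 °C. Detection: absorbance at 615 nm.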
Phagocytosis inh: inhibitors of macrophage phagocytosis, primary screen, imaging, J774A.1 cells, IgG beads; J774A.1 macrophage IgG-bead phagocytosis; inhibition, % at 5 µM; hit rate 0.07% among 110,000;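 active means inhibition above the mean of the plate negative controls plus 5 SD, cut at about 13% in these data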;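 further: phagocytic index as fraction of beads internalized from green versus red external bead signal; plate controls were DMSO negative control for no effect and cytochalasin-D positive control for full effect; some results beyond the cut were filed as inactive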
MRP1 act: H69AR viability gain despite doxorubicin, primary screen, MRP-1 activator project, H69AR cells, CellTiter-Glo; viability increase, % at 10 µM; viability rescue; AID 799, 2007; hit rate 0.61% among 140,000;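 active means viability gain under doxorubicin at or above a set limit, the compound median plus 3 SD, cut at about 4.7% in these data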;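 further: MRP-1 overexpressing cells given doxorubicin 25 µM after compound pretreatment; 18-22 h compound pretreatment then 72 h with doxorubicin before readout; 0% = doxorubicin-only wells and 100% = vehicle-treated cells without doxorubicin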
* = called active by the depositor; / = not tested or not shown.

mol,E-sel TNF inh,Measles CPE,NPY Y2 blocker,Yeast growth inh,GALR2 blocker,PTEN del growth,bCat KO growth,Yeast life ext,Phagocytosis inh,MRP1 act
COc1ccccc1-c1nnc(NC(=O)c2ccc3ncsc3c2)o1,/,19,1,-17,-3,23,32,3,-6,-3.5
O=S(=O)(Nc1ccccc1N1CCOCC1)c1ccc(Cl)s1,-19,30,-2,-19,-4,90,84,-9,0,-1.2
Cc1ccccc1-c1cc(C(=O)Nc2sc(C)c(C)c2C(N)=O)c2ccccc2n1,-13,8,2,-29,12,53,65,-6,2,-2.3
Cc1ccc(Oc2cc(-n3nc(C)cc3C)ncn2)cc1,12,5,-1,-38,3,88,100,/,/,0.3
CCCOc1ccccc1NC(=O)c1c(-c2ccccc2)noc1C,/,5,9,-15,1,65,71,-12,-1,-2.1
Cc1ccc(CNC(=O)c2ccc(COc3ccccc3)cc2)cc1,-10,7,5,-30,17,96,97,1,/,3.1
COc1ccccc1NC(=O)CN1CCN(C2c3ccccc3-c3ccccc32)CC1,/,19,17,-5,-4,40,58,-10,/,-1.5
COc1ccc(Cl)cc1NC(=O)Nc1ccc(Br)cn1,15,4,9,-4,-3,68,76,-10,1,-4.2
Cc1ccc(C2CN(c3ccccc3)CC2C(=O)c2ccc(F)cc2)cc1 (stereo not given),/,11,-3,-29,-4,74,81,-12,/,2.4
FC(F)(F)c1cc(-c2ccco2)nc(NCc2ccc(Cl)cc2)n1,3,17,7,-47,12,68,66,-8,0,-0.5
COc1ccc(OC)c(NC(=S)NCCSc2ccc(C)cc2)c1,/,5,9,-6,6,93,81,-6,3,-4.2
COc1ccc(-c2cc(C(F)F)n3ncc(C(=O)N4CCN(C(=O)c5ccco5)CC4)c3n2)cc1,-21,8,2,7,6,75,72,-14,1,-4.8
COc1ccc(C(=O)N(C)Cc2ccccc2)cc1Br,/,3,4,-3,5,89,95,-6,1,2.2
Nc1c(C(=O)NCc2ccco2)nnn1-c1ccccc1,-4,21,-1,-45,5,103,98,-9,/,0.6
CCC(C)Sc1nc2c(c(=O)[nH]c(=O)n2C)n1Cc1ccc(Cl)cc1 (stereo not given),/,34,11,-14,-2,74,82,-4,/,-3.8
CN(C)c1nc(Cl)nc(NCCOc2ccccc2)n1,7,25,2,-23,-2,94,85,1,-3,0.7
CC(=O)c1ccc(OCCCC(=O)NCC(c2ccco2)N(C)C)cc1 (stereo not given),/,14,-1,-2,-2,106,90,-11,0,-0.9
Cc1cccc(OC(C)C(=O)N2CCCc3ccccc32)c1 (stereo not given),4,3,6,16,7,96,84,-1,-6,-3.0
CCOc1ccccc1NC(=S)NC1CCCCC1,0,17,3,-34,0,73,67,-2,-1,-3.0
Cc1ccc(NCCC(=O)c2cccc([N+](=O)[O-])c2)c(C)c1,-56,5,3,-38,-4,90,89,-13,1,-1.6
COc1ccc(S(=O)(=O)Cc2ccc(C(=O)NCCCN3CCc4ccccc4C3)o2)cc1,/,17,-1,8,2,95,83,-2,0,-3.7
Cc1nnc(NC(=O)C2CCCO2)s1 (stereo not given),18,21,0,-25,12,79,89,-2,/,-0.9
Cc1cccc(NC(=O)CCC(=O)N/N=C/c2cc([N+](=O)[O-])ccc2O)c1,/,17,2,-7,-17,35,37,-1,-8,4.9*
O=C(CSc1ccc(-c2ccco2)nn1)NCc1ccc(Cl)cc1,29,13,1,-36,10,95,90,-5,1,-0.7
COc1ccc(CN(CC(=O)NC2CCCC2)C(=O)CCC(=O)Nc2cc(C)on2)cc1,-36,5,-1,-38,-4,99,98,/,/,-1.6
CCOC(=O)c1c(C=O)c(C)n(Cc2ccccc2)c1C,40,7,7,-22,-1,103,100,-15,-1,2.0
N#C/C(=C/c1ccc(N2CCCC2)c([N+](=O)[O-])c1)c1nc2ccccc2[nH]1,-9,20,2,-33,12,80,84,5,/,-1.6
CCOC(=O)c1c(SC)nc(SC)c2c1CCC2,-4,17,3,-45,-3,108,101,3,1,-0.1
Cc1ccccc1Nc1nc(N)nc(COC(=O)CC2CC3CCC2C3)n1 (stereo not given),56,14,2,-42,-5,77,81,-5,-11,1.3
COc1ccc(OC)c(C(=O)CSc2nc3c(c(=O)n(C)c(=O)n3C)n2C(C)C)c1,/,5,0,-26,-10,84,77,-9,0,-3.5
COc1ccc(N=CC2=C(O)CCCC2=O)cc1,/,5,-1,-23,13,85,94,-15,-1,-1.6
Cn1cc(Cl)c(-c2n[nH]c(=S)n2-c2ccccc2)n1,-8,5,3,-34,-8,91,103,6,-1,-1.0
CCOc1ccccc1-n1c(CN2CCN(C(=O)c3ccco3)CC2)nc2ccccc2c1=O,8,27,-1,-47,7,2.5*,3.6*,-15,0,-3.0
CC1=NN(/C(=N\c2nnc(C)s2)Nc2ccc(C)cc2)[C@H](c2ccc(C)cc2)S1,-28,13,4,-38,6,83,84,/,/,-1.0
Cc1ccc2cc(C)c(Sc3nnnn3-c3ccccc3)nc2c1,/,5,5,-30,-14,75,82,-1,-1,-3.5
COC(=O)C1(S(=O)(=O)c2cc(Br)cc3c2N(C(C)=O)CC3)CC1,/,5,1,-28,4,111,102,-6,/,-0.8
COc1ccc(C(=O)Cc2ccc3c(c2)OCO3)c(O)c1,8,16,4,-60,-2,95,96,-4,-3,-0.7
Nn1c(SCc2cccc(C(F)(F)F)c2)nnc1-c1ccco1,-3,13,1,-26,-16,109,100,-9,0,-1.3
COc1ccc(CCn2nnnc2C(C(C)C)N2CCC(C(N)=O)CC2)cc1OC (stereo not given),-19,5,3,-2,9,86,93,-4,0,-0.9
O=C(CSc1nccn1Cc1ccccc1)Nc1nccs1,-6,13,2,-20,1,93,104,-15,3,-0.9
Cn1c(-c2ccccc2)cnc1SCC(=O)N1CCCCC1,-5,18*,1,-22,-5,89,83,/,/,1.8
CN(C)CC#CCCCCCCC#CCN(C)C,1,3,7,-45,4,88,122,-1,1,0.7
Cc1[nH]c2ccccc2c1/C=C(\C#N)S(=O)(=O)c1ccccc1,-5,2,0,10,6,98,103,-3,-1,-1.3
CC(=O)Nc1cc(-c2ccc(Cl)cc2)nn1-c1ccccc1,22,8,-4,-53,1,81,73,/,/,2.4
COC(=O)c1ccccc1NC(=O)N[C@@H](C)C(=O)OC,1,1,3,22,0,85,101,1,3,-1.3
CCCc1c(C(=O)OCC)[nH]c2c1C(=O)CCC2,/,12,1,-17,-2,92,95,-10,1,1.0
CC(C)(C)CC(=O)OCC(=O)Nc1cc(C(C)(C)C)nn1-c1ccccc1,-35,11,0,-26,-1,89,98,1,0,0.6
CCc1ccc(N2C(=O)CN(Cc3ccc(OC)c(OC)c3)C2=S)cc1,/,24,-1,-15,-3,79,87,-2,-2,-1.1
CSCCC(NS(=O)(=O)c1cccs1)C(=O)NCc1cccs1 (stereo not given),-29,7,0,-41,-5,95,92,2,0,-0.4
O=C(CSc1nnnn1C1CCCC1)c1ccc2c(c1)OCCO2,-7,4,4,-17,0,94,105,-14,0,-1.7
Cc1cccc(NS(=O)(=O)c2cc(C(=O)N3CCN(C)CC3)ccc2C)c1,19,3,1,-10,-3,88,84,-17,0,-2.7
CCN(CC)c1ccc(S(=O)(=O)N2CCOCC2)cc1NC(=O)CSc1cccc[n+]1[O-],/,8,2,89*,4,94,92,-5,0,-1.1
CCCCc1ccc(-c2nc(N)n[nH]2)cc1,/,3,-2,42,-10,79,90,-16,-1,-0.3
c1ccc(-c2nc(-c3cccnc3)n[nH]2)cc1,/,/,2,-43,12,91,86,-7,-5,-0.1
Cc1ccccc1-n1cnnc1SCC(=O)N1CCN(c2ccccc2)CC1,-7,9,4,-24,-3,92,97,-2,10,-0.4
CC(=O)OCC(=O)[C@@]1(O)CC[C@H]2[C@@H]3CCC4=CC(=O)C=C[C@]4(C)[C@H]3[C@@H](O)C[C@@]21C,/,7,-3,-47,-2,100,96,7,/,2.9

(more compounds)
mol,E-sel TNF inh,Measles CPE,NPY Y2 blocker,Yeast growth inh,GALR2 blocker,PTEN del growth,bCat KO growth,Yeast life ext,Phagocytosis inh,MRP1 act
Cc1ccc(C(=O)N/C(=C/c2cccc([N+](=O)[O-])c2)C(=O)NC(C)C)cc1,-22,22,4,-20,5,94,96,2,-4,-0.8
CCOC(=O)c1cn(CC(=O)Nc2ccccc2C(=O)OCC)nn1,/,6,0,-29,-7,108,91,0,/,-0.9
COc1ccc(S(=O)(=O)N2CCC(O)(c3ccc4c(c3)OCO4)CC2)cc1,17,20,0,-15,-4,104,93,-4,-2,-0.7
Cn1nnc2cc(NC(=O)N3CC4(C)CC3CC(C)(C)C4)ccc21 (stereo not given),-19,13,0,-44,5,106,103,-2,-1,-0.2
O=C(NCc1cccs1)C1CCCN(S(=O)(=O)c2cccc3cccnc23)C1 (stereo not given),5,24,1,0,0,90,82,-11,0,-1.5
Cc1ccc(NC(=O)CSc2nnc([C@@H]3CCCN3C(=O)OC(C)(C)C)o2)c(C)c1,4,8,0,-31,3,105,99,-6,0,0.3
Cc1ccc(N2CCN(C(=O)c3ccccc3NC(=O)C3CCCCC3C(=O)O)CC2)cc1 (stereo not given),12,13,2,-39,-9,93,91,4,-4,-1.6
Cc1cccc(C(=O)N/N=C/c2ccccn2)c1,/,16,0,-7,11,36,38,2,0,2.7
O=C(O)c1cc(NS(=O)(=O)c2ccc(N3CCCCC3)c([N+](=O)[O-])c2)cc(C(=O)O)c1,-12,7,0,-13,-1,111,101,1,-11,-0.6
COc1ccc(N2CCN(C(=O)c3cn(C)c(=O)c4c3c3ccccc3n4C)CC2)cc1,/,15,2,-24,-8,80,83,-5,0,-3.3
COc1ccc(NC(=S)Nc2ccc3nccnc3c2)cc1,17,16,1,-7,12,98,97,-5,-5,-1.8
NC(=O)C1CCN(CC(=O)Nc2cccc(C(=O)Nc3cccc(C(F)(F)F)c3)c2)CC1,-21,31,-1,-29,6,79,80,0,2,-0.1
COc1ccc(C(=O)COc2nc(C)cc(C)c2C#N)cc1,14,14,6,-16,-3,92,92,-24,1,-3.1
O=S(=O)(/C=C/c1ccccc1)n1cnc2ccccc21,12,14,8,-33,-9,107,98,4,-1,0.5
O=C1N(CCCCN2C(=O)C3(OCCO3)c3ccccc32)c2ccccc2C12OCCO2,-10,7,2,-9,8,78,86,-19,/,-0.4
